Source: PubChem (NCI)
All columns: NCI-60 one-dose screen, growth in % after 48 h at 10 µM unless noted; 100 = growth as untreated, 0 = no growth, -100 = all killed.
UACC-257: UACC-257 melanoma | 78,000 compounds, 4.4% hits | AID 1794764
MDA-MB-435: MDA-MB-435 melanoma. 82,000 compounds, 7.8% hits
SK-MEL-2: SK-MEL-2 melanoma | 77,000 compounds, 4.7% hits
M14: M14 melanoma. 80,000 compounds, 6.2% hits. AID 1794745
A549/ATCC: A549/ATCC NSCLC; AID 1794740; 81,000 compounds, 3.7% hits
UACC-62: UACC-62 melanoma; 81,000 compounds, 5.4% hits
SK-MEL-28: SK-MEL-28 melanoma; 81,000 compounds, 4.1% hits; AID 1794761
SK-MEL-5: SK-MEL-5 melanoma. 80,000 compounds, 6.4% hits. AID 1794755
Numbers without * were called inactive; x = no result given; & = joins results of further samples; ! = repeats disagree. Rule for the calls: active = growth percent below 10; inactive = the rest.

SMILES	UACC-257	MDA-MB-435	SK-MEL-2	M14	A549/ATCC	UACC-62	SK-MEL-28	SK-MEL-5
CC(C)=CC1C(C(=O)OCc2cccc(Oc3ccccc3)c2)C1(C)C (stereo unspecified)	104	92	108	95	92	78	119	x
N#CC(C#N)=Cc1cc(Cl)ccc1O	94	94	90	x	95	78	103	88
CC1CN1CCCCN1CC1C (stereo unspecified)	84	111	81	107	101	113	100	107
CN(C)c1ccc(N)cc1	4.5*!	43&107	72&94	101	33&97	43&89	73&115	45&96
O=C(CN1CCOCC1)c1ccccc1	113	112	102	102	103	92	104	110
CNC(=O)Oc1ccccc1OC(C)C	102&117	105&101	100	107&116	105&106	110&114	111&110	107&96
CCC1(CC)C(=O)NC(=O)NC1=O	101	102	x	103	98	106	109	105
O=C(CCCc1ccc([N+](=O)[O-])cc1)Nc1cccc(S(=O)(=O)F)c1	96	91	88	104	98	93	106	99
O=C(/C=C/c1ccc(F)cc1)c1nc2ccccc2n1Cc1ccc(F)cc1	26	-38*	21	-3.5*	27	-42*	-16*	21
NNC(=O)Nc1nn[nH]n1	104	113	98	105	97	96	101	97
CC1CCC2CON(C(C)(C)C)C2C1 (stereo unspecified)	102	102	108	99	96	103	109	105
Oc1cccc2cccnc12	111&99&80	119&110&101	101&102&99	94&102&76	111&105&100	94&97	106&107&97	110&100&97
CC(=O)O[C@H]1CC[C@H]2[C@@H]3CC(=C(Br)Br)C4=CC(=O)CC[C@]4(C)[C@H]3CC[C@]12C	76	97	80	75	58	57	100	88
CC(C)CC(C)OC(=O)Cc1ccccc1 (stereo unspecified)	96	110	104	97	99	101	103	99
O=C1O[C@H]2CC[C@H]3SC[C@@H]1N23	116	109	86	122	100	105	128	116
Cc1ccc2oc(=O)c3c(c2c1)OC(N)=C(C#N)C3c1ccco1 (stereo unspecified)	97	105	112	100	97	96	113	101
Cn1nnnc1N	120	107	121	103	114	106	109	103
CCCCCN(CCCCC)N=O	98	108	149	107	94	102	106	103
CC(O)CSP(=S)(Oc1ccccc1)Oc1ccccc1 (stereo unspecified)	107	101	113	94	101	91	102	97
O=C1NC(=O)C2(CC(C(=O)N(CCCl)CCCl)Oc3ccc(F)cc32)N1 (stereo unspecified)	94	109	114	103	86	99	109	100

The final 4 entries of the part before open the next one:
SMILES	UACC-257	MDA-MB-435	SK-MEL-2	M14	A549/ATCC	UACC-62	SK-MEL-28	SK-MEL-5
Cn1nnnc1N	120	107	121	103	114	106	109	103
CCCCCN(CCCCC)N=O	98	108	149	107	94	102	106	103
CC(O)CSP(=S)(Oc1ccccc1)Oc1ccccc1 (stereo unspecified)	107	101	113	94	101	91	102	97
O=C1NC(=O)C2(CC(C(=O)N(CCCl)CCCl)Oc3ccc(F)cc32)N1 (stereo unspecified)	94	109	114	103	86	99	109	100
CCCCN(CCCC)CCc1ccccn1	95	109	89	104	98	106	107	110
COC(=O)[C@@H](C)C[C@H](Cc1cn(C)c2ccccc12)NC(=O)c1csc([C@@H](C[C@H](C(C)C)N(C)C(=O)[C@@H](NC(=O)[C@H]2CCCCN2C)C(C)C)OC(C)=O)n1	x	-42*	39	-10*	15	48	61	-38*
CC(CO)NC1CCCCC1 (stereo unspecified)	104	112	110	102	102	104	114	104
O=C(O)CNC(=O)C(Cl)(Cl)Cl	88	98	111	107	98	102	97	99
O=C1C(O)=C(c2ccccc2)C(=O)C(O)=C1c1ccccc1	119	100	106	108	112	83	131	110
COc1cc2c(cc1OC)[C@@]13CCN4CC5=CCO[C@H]6CC(=O)N2[C@H]1[C@H]6[C@H]5C[C@H]43	93	99	123	106	102	98	112	98
CCCCCCNP(=O)(N1CC1CC)N1CC1CC (stereo unspecified)	106	100	119	105	101	97	111	103
O=C(CCN1CC1)OCC1CCCO1 (stereo unspecified)	100	96	117	110	98	106	112	107
O=C1Nc2ccccc2Oc2ccccc21	101	107	110	103	90	95	120	105
Oc1cccc(-c2ccccc2)c1	117	99	130	106	x	93	115	104
Nc1cc2nonc2c2nonc12	106	105	110	97	97	111	104	105
COc1ccc(C2=C3CC[C@@H]4[C@H](CC[C@]5(C)C(=O)CC[C@@H]45)C3=CC3C(O)c4ccccc4N4C(=O)COC234)cc1 (stereo partly specified)	91	95	97	100	91	87	110	88
CN1C2CCC1CC(O)C2 (stereo unspecified)	96	94	113	105	99	103	107	113
CCN(CC)C(=O)c1ccc(NC(=S)NC(N)=S)cc1	x	101	110	101	111	90	107	92
CN(C)c1ccc(C(Cc2ccccc2)NCCO)cc1 (stereo unspecified)	97	95	61	87	69	92	63	101
CC(C)=CC1C(C(=O)OC/C=C\c2ccc3c(c2)OCO3)C1(C)C (stereo unspecified)	104	103	110	92	99	93	93	90
C1=C(N2CCOCC2)CCCC1	x	95	99	93	101	91	108	106
CCC(CC)CC1(C)CC2(C)CCOC2OO1 (stereo unspecified)	98	109	95	115	99	95	109	98
NC(N)=N/N=C/c1cccnc1	116	100	94	93	100	87	105	104
CC[C@H](C)[C@@H]1OC(=O)C(C)(C)[C@H](O)[C@H](Cc2ccccc2)OC(=O)[C@H](C(C)C)OC(=O)[C@@H](NC(=O)c2cccc(NC=O)c2O)[C@@H](C)OC1=O	32	53	36	63	49	x	x	x

A second format for some results above:
| structure | UACC-257 | MDA-MB-435 | SK-MEL-2 | M14 | A549/ATCC | UACC-62 | SK-MEL-28 | SK-MEL-5 |
| --- | --- | --- | --- | --- | --- | --- | --- | --- |
| O=C1NC(=O)C2(CC(C(=O)N(CCCl)CCCl)Oc3ccc(F)cc32)N1 (stereo unspecified) | 94 | 109 | 114 | 103 | 86 | 99 | 109 | 100 |
| CCCCN(CCCC)CCc1ccccn1 | 95 | 109 | 89 | 104 | 98 | 106 | 107 | 110 |
| COC(=O)[C@@H](C)C[C@H](Cc1cn(C)c2ccccc12)NC(=O)c1csc([C@@H](C[C@H](C(C)C)N(C)C(=O)[C@@H](NC(=O)[C@H]2CCCCN2C)C(C)C)OC(C)=O)n1 | x | -42* | 39 | -10* | 15 | 48 | 61 | -38* |
| CC(CO)NC1CCCCC1 (stereo unspecified) | 104 | 112 | 110 | 102 | 102 | 104 | 114 | 104 |
| O=C(O)CNC(=O)C(Cl)(Cl)Cl | 88 | 98 | 111 | 107 | 98 | 102 | 97 | 99 |
| O=C1C(O)=C(c2ccccc2)C(=O)C(O)=C1c1ccccc1 | 119 | 100 | 106 | 108 | 112 | 83 | 131 | 110 |
| COc1cc2c(cc1OC)[C@@]13CCN4CC5=CCO[C@H]6CC(=O)N2[C@H]1[C@H]6[C@H]5C[C@H]43 | 93 | 99 | 123 | 106 | 102 | 98 | 112 | 98 |
| CCCCCCNP(=O)(N1CC1CC)N1CC1CC (stereo unspecified) | 106 | 100 | 119 | 105 | 101 | 97 | 111 | 103 |
| O=C(CCN1CC1)OCC1CCCO1 (stereo unspecified) | 100 | 96 | 117 | 110 | 98 | 106 | 112 | 107 |
| O=C1Nc2ccccc2Oc2ccccc21 | 101 | 107 | 110 | 103 | 90 | 95 | 120 | 105 |
| Oc1cccc(-c2ccccc2)c1 | 117 | 99 | 130 | 106 | x | 93 | 115 | 104 |
| Nc1cc2nonc2c2nonc12 | 106 | 105 | 110 | 97 | 97 | 111 | 104 | 105 |
| COc1ccc(C2=C3CC[C@@H]4[C@H](CC[C@]5(C)C(=O)CC[C@@H]45)C3=CC3C(O)c4ccccc4N4C(=O)COC234)cc1 (stereo partly specified) | 91 | 95 | 97 | 100 | 91 | 87 | 110 | 88 |
| CN1C2CCC1CC(O)C2 (stereo unspecified) | 96 | 94 | 113 | 105 | 99 | 103 | 107 | 113 |
| CCN(CC)C(=O)c1ccc(NC(=S)NC(N)=S)cc1 | x | 101 | 110 | 101 | 111 | 90 | 107 | 92 |
| CN(C)c1ccc(C(Cc2ccccc2)NCCO)cc1 (stereo unspecified) | 97 | 95 | 61 | 87 | 69 | 92 | 63 | 101 |
| CC(C)=CC1C(C(=O)OC/C=C\c2ccc3c(c2)OCO3)C1(C)C (stereo unspecified) | 104 | 103 | 110 | 92 | 99 | 93 | 93 | 90 |
| C1=C(N2CCOCC2)CCCC1 | x | 95 | 99 | 93 | 101 | 91 | 108 | 106 |
| CCC(CC)CC1(C)CC2(C)CCOC2OO1 (stereo unspecified) | 98 | 109 | 95 | 115 | 99 | 95 | 109 | 98 |
| NC(N)=N/N=C/c1cccnc1 | 116 | 100 | 94 | 93 | 100 | 87 | 105 | 104 |
| CC[C@H](C)[C@@H]1OC(=O)C(C)(C)[C@H](O)[C@H](Cc2ccccc2)OC(=O)[C@H](C(C)C)OC(=O)[C@@H](NC(=O)c2cccc(NC=O)c2O)[C@@H](C)OC1=O | 32 | 53 | 36 | 63 | 49 | x | x | x |

Next section:
SMILES	UACC-257	MDA-MB-435	SK-MEL-2	M14	A549/ATCC	UACC-62	SK-MEL-28	SK-MEL-5
CC1CCCCN1C(c1ccccc1)C(O)c1ccccc1 (stereo unspecified)	100	95	92	84	92	100	105	99
CC1=NNC(=O)C1Br (stereo unspecified)	108	112	99	109	107	103	103	108
C#Cc1nc2ccccc2[se]1	108	107	123	x	120	83	106	100
COCCOCCOC(=O)CBr	109	110	110	102	107	107	114	104
O=C(O)C(Br)CBr (stereo unspecified)	98	103	85	90	98	x	110	99
COC(=O)C1C(C(=O)O)C2(Cl)C(Cl)=C(Cl)C1(Cl)C2(Cl)Cl (stereo unspecified)	92	107	122	108	82	100	115	x
Oc1ccccc1Br	90	123	x	112	99	106	116	113
CCOC(=O)[C@@H](C)C[C@H](Cc1ccccc1)NC(=O)c1csc([C@@H](C[C@H](C(C)C)N(C)C(=O)[C@@H](NC(=O)[C@H]2CCCCN2C)C(C)(C)C)OC(C)=O)n1	42	-66*	1.4*	-15*	10	27	51	-46*
O=C(N/N=C\c1ccc(N(CCCl)CCCl)cc1)c1cccc([N+](=O)[O-])c1	93	105	101	110	90	78	108	94
CC1(C)[C@H](O)[C@H](F)C[C@@]2(C)Oc3ccc(C(=O)Nc4ccc5c(c4)NC(=O)C54CCN(CCCCC#N)CC4)cc3C[C@H]12	x	25	29	-6.5*	20	-24*	4.1*	-61*
CCC(c1ccc(OC)cc1)C(CN(CCCl)CCCl)c1ccc(OC)cc1 (stereo unspecified)	104	105	107	97	103	93	102	97
CCN(CC)CCc1ccccn1	103	115	102	103	105	119	113	112
Nc1nc(N)c2n[nH]nc2n1	109	103	92	100	111	x	105	102
CCCCCCCCCCCCCCP(=O)(OC)OC	101	110	x	104	101	89	113	95
Cc1c(C(=O)CN2CCCCC2)ccc(O)c1O	89	111	101	109	90	104	117	102
OC(c1cccc(Cl)c1)C(Cl)(Cl)Cl (stereo unspecified)	114	103	119	105	93	100	114	82
CC(C)N(CC#CCO)CCO	91	96	113	116	98	102	108	98
C[C@]12CCc3nc(Nc4ccccc4F)sc3C1=CC[C@@H]1[C@@H]2CC[C@]2(C)C(=O)CC[C@@H]12	91	52	93	75	77	86	77	82
CNc1cccc2ccccc12	105	104	97	103	110	97	111	73
CCCC[C@H](NC(=O)[C@H]1CCCCN1C)C(=O)N(C)[C@H](C[C@@H](OC(C)=O)c1nc(C(=O)N[C@@H](Cc2ccccc2)C[C@H](C)C(=O)OCC)cs1)C(C)C	50	-6.8*	12	1.3*	11	46	67	-26*
CCCCNCC(O)c1ccccc1 (stereo unspecified)	108	101	109	106	100	98	108	113
CCOC(=O)c1cnc(SCc2ccc(Cl)c(Cl)c2)nc1N1CC1	79	11	66	42	50	51	88	73
CCOC1=C2CCC3C4CCC(=O)C4(C)CCC3C2(C)CCC1=O (stereo unspecified)	117	105	94	104	98	91	135	99

Not all compounds are listed. The share of hits here may be higher or lower than overall.
